CXCR6 block: inhibitors of human CXCR6 receptor; O00574; CHO-K1 PathHunter CXCR6 beta-arrestin, luminescence; inhibition, % at 20 µM; 360,000 compounds, 0.36% hits; in the data active means inhibition above about 34%, passing the limit was not always enough;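 further: antagonist mode with CXCL16 agonist at 10 nM final; 0% = 10 nM CXCL16 with DMSO and 100% = unstimulated wells without agonist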
APJ ag: activates the human apelin receptor APJ; P35414; CHO-K1 APJ PathHunter beta-arrestin, luminescence; 0% DMSO wells, 100% apelin; activation, % at 20 µM; 330,000 compounds, 0.11% hits; AID 2520;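 active means activation more than six SD over the plate average, tested at 20 µM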;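 further: 0% = DMSO alone and 100% = apelin-13 at 10 nM; some results filed as inactive read as strong as hits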
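Assay system: engineered CHO-K1 APJ arrestin reporter cells; Amount: 1000 CHO-K1 reporter cells seeded per well; Dosing: one dose, 20 µM compound, 1% DMSO; Times: compound stimulation 90 min at 25 °C, detection 60 min; Measured by: luminescent beta-gal fragment complementation, chemiluminescent substrate; Read-out: APJ–arrestin association signal; Controls: DMSO vs Apelin-13 10 nM.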
CHOP UPR activ: apoptotic UPR (CHOP) activation. CHO-CHOP luciferase reporter, luminescence; percent of tunicamycin response over DMSO baseline. activation, % at 10 µM. 330,000 compounds, 0.34% hits. AID 449763;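 active means at 10 µM dose, activation of 40% or more, normalized to positive control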;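 further: 100% = tunicamycin at 10 µg/mL and 0% = DMSO alone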
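Material: CHO-CHOP cells, stable luciferase reporter of PERK-eIF2a-CHOP signalling; quantity: 500 reporter cells seeded per well; buffer or medium: F12 medium containing 10% fetal bovine serum; compound: one dose, 10 µM in 0.5% DMSO; incubation: 6 h compound treatment, 37 °C; measured by: Steady-Glo luciferase luminescence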
XBP1 UPR activ: adaptive UPR (XBP1) activation | 330,000 compounds, 0.33% hits | activation, % at 20 µM | CHO-XBP1 luciferase reporter, IRE1-XBP1 UPR activation, luminescence; percent of tunicamycin response, DMSO as zero;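 active means versus positive control, 20 µM dose yields 30% or more activation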;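 further: 100% = tunicamycin at 10 µg/mL and 0% = DMSO only wells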
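incubation = overnight seeding at 37 °C, 6 h compound treatment at 37 °C | assay system = CHO-XBP1 cells stably carrying IRE1-XBP1-driven luciferase reporter | input = 1000 cells per well | detection = luciferase luminescence | dosing = single point, 20 µM final compound, 1% DMSO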
tim23-1 inh: tim23-1 yeast growth inhibition. S. cerevisiae tim23-1 growth, BacTiter-Glo luminescence, 24 h. inhibition, % at 20 µM. 330,000 compounds, 1.3% hits;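 active means growth inhibition of the mutant yeast at or above 50%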;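 further: temperature-sensitive mutant grown at 25 °C; plate controls were DMSO-treated mutant yeast for no effect and medium wells lacking yeast for full effect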
APJ antagonist: antagonists of human APJ apelin receptor. CHO-K1 APJ beta-arrestin complementation, luminescence. inhibition, % at 20 µM. 330,000 compounds, 0.32% hits;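 active means inhibition above about 40% at 20 µM, limit read from the data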;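 further: cells challenged with 10 nM apelin-13 agonist together with compound; plate controls were apelin-13 plus DMSO wells for no effect and DMSO wells lacking apelin-13 for full effect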
EBI2 antag: blocks human EBI2 receptor beta-arrestin signaling; EBI2 beta-arrestin recruitment, luminescence, 7a,25-OHC stimulated; P32249; inhibition, % at 5 µM; 360,000 compounds, 0.81% hits; in the data active means inhibition above about 38%;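 further: enzyme fragment complementation signal reports receptor beta-arrestin coupling in cells; 0% = agonist plus DMSO wells and 100% = wells without agonist; some results beyond the cut were filed as inactive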
Target sequence (P32249 whole entry, looked up, the tested form may be a part): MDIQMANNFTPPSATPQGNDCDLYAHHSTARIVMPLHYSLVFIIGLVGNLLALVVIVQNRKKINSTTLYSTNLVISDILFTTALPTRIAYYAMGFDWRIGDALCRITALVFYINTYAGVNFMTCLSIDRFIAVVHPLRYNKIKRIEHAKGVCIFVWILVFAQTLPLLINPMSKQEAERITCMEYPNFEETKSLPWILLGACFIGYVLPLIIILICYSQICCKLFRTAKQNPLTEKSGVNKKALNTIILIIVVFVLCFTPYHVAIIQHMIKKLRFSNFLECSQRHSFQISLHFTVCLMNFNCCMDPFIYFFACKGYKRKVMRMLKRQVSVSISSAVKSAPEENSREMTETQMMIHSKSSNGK
CCR6 antag: blocks CCL20-driven beta-arrestin recruitment at human CCR6 | CHO-K1 CCR6 PathHunter beta-arrestin, luminescence, CCL20-stimulated | inhibition, % at 20 µM | 340,000 compounds, 0.49% hits;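 active means compounds whose inhibition of the agonist-driven luminescence signal at 20 µM reaches about 50%, limit read from the data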;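 further: cells stimulated with CCL20 at 14 nM final; plate controls were DMSO with CCL20 for no effect and DMSO without agonist for full effect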
Target sequence (P51684 whole entry, looked up): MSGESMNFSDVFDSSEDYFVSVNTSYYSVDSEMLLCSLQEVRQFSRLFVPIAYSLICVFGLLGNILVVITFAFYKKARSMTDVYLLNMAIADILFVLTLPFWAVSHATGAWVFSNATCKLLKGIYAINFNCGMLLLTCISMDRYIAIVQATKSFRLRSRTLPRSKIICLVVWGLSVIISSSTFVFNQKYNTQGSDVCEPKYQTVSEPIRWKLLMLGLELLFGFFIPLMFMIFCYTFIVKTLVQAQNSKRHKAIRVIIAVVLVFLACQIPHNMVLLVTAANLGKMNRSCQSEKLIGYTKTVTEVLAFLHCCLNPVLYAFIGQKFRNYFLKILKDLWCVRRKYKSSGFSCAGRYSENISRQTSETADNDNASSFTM
Mdm2-MdmX inh: disrupts the human Mdm2-MdmX interaction; O15151+Q00987; SaOS-2 split-luciferase Mdm2/MdmX complementation, luminescence; inhibition, % at 8 µM; 330,000 compounds, 3% hits; AID 485346;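 active means inhibition of at least 50% at 8 µM in the primary screen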
The depositor's hits bear a star; . = not tested or not shown. The list is partial, so the mix of outcomes need not match the whole.

#	canonical_smiles	CXCR6 block	APJ ag	CHOP UPR activ	XBP1 UPR activ	tim23-1 inh	APJ antagonist	EBI2 antag	CCR6 antag	Mdm2-MdmX inh
1	CCCCCCSc1ccc([C@H]2N[C@@](Cc3ccccc3)(C(=O)OC)[C@H]3C(=O)N(C)C(=O)[C@@H]23)cc1	18	-1	2.2	1	4	7	22	4	48
2	O=C(CN1C(=O)NC2(CCOc3ccccc32)C1=O)c1ccc(Cl)s1 (configuration not stated)	-6	0	-1.4	3	1	8	-3	3	12
3	CCOc1ccc(N2CC(C(=O)Nc3ccccc3N3CCCC3)CC2=O)cc1 (configuration not stated)	7	1	1.6	-2	13	8	14	8	-6
4	CN(CC(=O)O/N=C(\N)c1ccccn1)S(=O)(=O)c1ccccc1	-3	-1	-0.1	3	-4	-25	-16	-19	-18
5	O=C(Nc1ccc(Cl)cc1)c1ccc(OC2CSC2)cc1	1	-2	2.1	1	-8	-2	39	11	0
6	O=[N+]([O-])c1ccc(O)c2ncccc12	31	17	6.4	6	62*	7	5	36	46
7	O=C(COc1ccccc1O)N1CCN(C(=O)c2ccco2)CC1	9	-4	-0.8	-4	-1	4	-10	7	20
8	Cc1ccc(NC(=O)COC(=O)C2CCC(=O)N2)c([N+](=O)[O-])c1 (configuration not stated)	-5	-2	0.9	-2	6	14	-9	-6	13
9	CSc1ccc(C(=O)C2CCCN(Cc3cccn3-c3cccnc3)C2)cc1 (configuration not stated)	-3	-6	0.0	-1	-20	-8	19	16	-14
10	COc1ccc(N(CC(=O)Nc2ccc(Cl)cc2)S(=O)(=O)c2c(C)n[nH]c2C)cc1	0	-5	-1.0	-7	13	1	7	4	9
11	O=C(C1CCN(S(=O)(=O)c2ccccc2[N+](=O)[O-])CC1)N1CCOCC1	-1	-2	-0.8	1	-3	-3	6	2	27
12	COc1ccc(CCC2(C)NC(=O)N(C(C)C(=O)Nc3ccccc3F)C2=O)cc1 (configuration not stated)	-10	0	2.3	-3	25	8	-19	2	-17
13	CCOC(=O)c1ccc(N2C(=O)C(O)=C(C(C)=O)C2c2ccc([N+](=O)[O-])cc2)cc1 (configuration not stated)	4	-3	0.4	-7	-12	6	-16	16	-3
14	CC(=O)c1cccc(NC(=O)CNC(=O)Cc2cccc3ccccc23)c1	5	-5	-1.5	-2	5	-5	-8	15	21
15	CC(=O)Cn1c(N2CCC(Cc3ccccc3)CC2)nc2c1c(=O)[nH]c(=O)n2C	-6	-3	0.1	3	3	6	-5	4	12

#	canonical_smiles	CXCR6 block	APJ ag	CHOP UPR activ	XBP1 UPR activ	tim23-1 inh	APJ antagonist	EBI2 antag	CCR6 antag	Mdm2-MdmX inh
16	Cc1nc(N2CCN(c3ccccn3)CC2)c2c(C)c(C(=O)Nc3c(F)cc(F)cc3Br)sc2n1	-3	1	8.8	-2	27	-9	16	11	12
17	CC1CCCCC1NC(=O)CSc1nnnn1-c1ccccc1 (configuration not stated)	4	-1	2.2	-1	14	23	2	22	-3
18	CN(c1ccccc1)S(=O)(=O)c1ccc(NC(=S)Nc2ccccc2)cc1	10	-1	2.1	2	18	-23	-2	12	-12
19	CCCCNc1ccc(C(CC(N)=O)NC(=O)Cc2cccc3ccccc23)cc1[N+](=O)[O-] (configuration not stated)	13	-6	0.0	-2	0	32	18	20	22
20	Cc1cc(OCC(=O)NCCO)ccc1Cl	0	-8	0.3	2	-4	-10	-6	-15	36
21	O=[N+]([O-])c1ccc(-c2ccc(/C=N/Nc3nc(NCc4ccccc4)nc(N4CCOCC4)n3)o2)cc1	11	-1	34	47*	3	3	6	11	100*
22	Cc1cc2c(NCC(C)O)ncnc2s1 (configuration not stated)	-8	1	-0.9	0	13	5	-7	-2	-31
23	COc1cccc(CNC(=O)c2cc(=O)[nH]c3ccc(S(=O)(=O)N4CCOCC4)cc23)c1	11	-3	0.1	0	-5	2	5	6	19
24	N#Cc1cccc(-n2nnnc2-c2ccc3c(c2)OCO3)c1	2	-5	3.5	0	0	-3	-1	-5	1
25	CCCN1CCCc2ccccc21	3	-7	-0.8	0	-4	9	-2	10	17
26	CC(C)Oc1ccc(CN2CCCC(CO)(Cc3ccc(F)cc3)C2)cc1 (configuration not stated)	3	-5	-1.1	-2	8	-7	-7	-5	10
27	Cc1cccc(C(=O)Nc2ccc(O)cc2)c1	-4	-4	0.3	2	-7	17	3	6	-10
28	CSc1ncccc1C(=O)N1CCCC(Nc2ccc(C)c(C)c2)C1 (configuration not stated)	3	-2	3.0	-3	10	4	-11	-1	17
29	CCOc1ccc(-c2nonc2NC(=O)c2ccco2)cc1	30	-3	0.3	-3	3	11	3	-3	8
30	COP(=O)(OC)C(Nc1ccc(Cl)cc1)c1ccccc1 (configuration not stated)	-10	-1	-0.8	-3	24	14	-4	14	22

#	canonical_smiles	CXCR6 block	APJ ag	CHOP UPR activ	XBP1 UPR activ	tim23-1 inh	APJ antagonist	EBI2 antag	CCR6 antag	Mdm2-MdmX inh
31	Cn1nnnc1SCc1ccc(Cl)cc1	2	-2	-1.3	1	7	0	-5	1	26
32	CCc1ccc(NC(=O)CCc2c(C)nn(-c3ccc(N4CCCCC4)nn3)c2C)cc1	4	-1	8.1	-2	26	-27	-3	7	-33
33	COc1cc2oc(=O)ccc2cc1-c1c(OC)ccc2ccc(=O)oc12	10	-3	-0.6	-3	5	-5	2	0	18
34	COc1cc(C)c(NC(c2ccccc2)c2ccccc2)cc1OC	-6	-4	-1.0	-3	23	-7	9	12	28
35	Cc1nc2c3ccccc3nc(NNC(=O)CCC(=O)NCCC(C)C)n2n1	-2	-1	0.6	2	8	-12	-13	0	8
36	O=C(COC(=O)C1C2CC3OC(=O)C1C3C2)Nc1ccc(Cl)cc1 (configuration not stated)	-4	1	1.8	3	14	-3	-11	9	-20
37	Cc1ccc(C(=O)c2coc3ccc(O)c(CN(C)C)c23)cc1	0	-3	2.3	-3	2	-13	-7	5	-7
38	Cc1c(C(=O)O)oc2ccc(S(=O)(=O)N(CC(C)C)CC(C)C)cc12	1	-2	-2.1	-1	7	8	18	-3	-4
39	COc1ccc(N(CC(=O)NCc2ccccc2)C(=O)Cn2nnc(-c3ccccc3F)n2)cc1OC	4	0	-1.1	-1	9	6	-16	5	-6
40	CCOC(=O)c1ccc(NC(=O)N2CCN(CCc3ccccc3)CC2)cc1	-7	0	1.9	-1	20	9	4	17	-6
41	CCN1C(=O)[C@H]2[C@@H](c3ccc(-c4cccc(Cl)c4)c(OC)c3)N3CCCC[C@@]3(C(=O)OC)[C@H]2C1=O	7	-3	0.7	-1	25	1	4	9	59*
42	CCN1CCN(Cc2ccc(NC(=O)c3ccc(C)c(NC(=O)c4cc(-c5ccc(Br)cc5)n[nH]4)c3)cc2C(F)(F)F)CC1	-5	9	1.0	-3	-12	2	-6	0	99*
43	Cc1cc(Cl)nc2ccc(Cc3ccc4nc(Cl)cc(C)c4c3)cc12	8	0	1.7	0	7	3	17	15	43
44	NC(=O)c1cccc(NC(=O)CCCCC(=O)Nc2cccc(C(N)=O)c2)c1	2	-3	41*	0	-7	19	-7	-2	13
45	CN(C)CCCNc1oc(-c2ccc(Cl)cc2)nc1S(=O)(=O)c1ccccc1	3	2	1.3	3	-8	-2	-5	6	43

In a second layout: entries from further up
36	O=C(COC(=O)C1C2CC3OC(=O)C1C3C2)Nc1ccc(Cl)cc1 (configuration not stated)
  CXCR6 block = -4	APJ ag = 1	CHOP UPR activ = 1.8	XBP1 UPR activ = 3	tim23-1 inh = 14	APJ antagonist = -3	EBI2 antag = -11	CCR6 antag = 9	Mdm2-MdmX inh = -20
37	Cc1ccc(C(=O)c2coc3ccc(O)c(CN(C)C)c23)cc1
  CXCR6 block = 0	APJ ag = -3	CHOP UPR activ = 2.3	XBP1 UPR activ = -3	tim23-1 inh = 2	APJ antagonist = -13	EBI2 antag = -7	CCR6 antag = 5	Mdm2-MdmX inh = -7

Next part
#	canonical_smiles	CXCR6 block	APJ ag	CHOP UPR activ	XBP1 UPR activ	tim23-1 inh	APJ antagonist	EBI2 antag	CCR6 antag	Mdm2-MdmX inh
46	COc1ccc(CNC(=O)C[C@H]2C[C@H](C(=O)N3CCCCC3)[C@@]3(C)c4[nH]c5ccc(Cl)cc5c4CCN3C2=O)cc1OC	-1	.	4.0	-1	32	.	5	15	34
47	Cc1cc(=O)[nH]c2c1c(C)nn2C1CCCC1	2	-3	1.6	0	2	-14	-7	-4	-21
48	CC(C)(C)n1cnc2cc(NCc3ccc(Br)cc3)ccc21	-2	-4	5.9	-2	54*	-5	15	10	-132
49	CCN(CC)S(=O)(=O)c1ccc(OC(C)C)c(NC(=O)c2c3c(nc4ccccc24)CCN(Cc2ccccc2)C3)c1	16	-2	5.3	-2	8	-6	-5	7	55*
50	N#Cc1ccc(N[C@@H]2CCN3C(=O)c4ccccc4[C@@H]3C[C@H]2O)cc1	2	.	0.5	0	29	.	-14	20	6
51	COc1ccc(S(=O)(=O)N2CCCC2CNC(=O)C(=O)NCCc2ccccc2)cc1 (configuration not stated)	-4	5	2.2	1	27	11	8	-7	60*
52	N#Cc1ccc(COC(=O)c2cnc(Cl)c(Cl)c2)cc1	-8	3	1.7	-1	0	-34	6	8	-8
53	COc1ccc2[nH]c3c(c2c1)CCN1C(=O)C(CC(=O)NCc2ccc(OC)c(OC)c2)C[C@H](C(=O)N2CCCCC2)[C@@]31CCc1ccccc1 (some centres not stated)	1	.	2.9	0	41	.	8	8	43
54	Cc1ccc(/C=N/n2c(-c3ccc(Cl)cc3)n[nH]c2=S)o1	0	3	0.3	0	4	13	6	8	8
55	CCOc1ccc(N(CC(=O)N2CCOCC2)S(=O)(=O)c2ccc(SC)cc2)cc1	1	2	2.3	-3	12	9	5	11	2
56	COc1ccc(NC(=O)c2ccc(NS(=O)(=O)c3cccc4cccnc34)cc2)cc1	3	0	-1.5	-3	-9	5	37	2	16

Assay outcomes (PubChem BioAssay)
